Assay outcomes deposited in PubChem BioAssay by Sanford-Burnham Center for Chemical Genomics.
MKP-3 inhibition: inhibition of rat DUSP6 enzyme activity – biochemical, in vitro, primary screen (AID 425) | recombinant MKP-3 phosphatase activity, fluorescence; higher % means a stronger effect | inhibition, % at 20 µM, or IC50 in µM where a hit was titrated | 110,000 tested, 0.17% active; in the data active = inhibition above about 50%;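 also: plate controls were vehicle for no effect and reference inhibitor for full effect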
Hsp70 displacement: Hsp70 inhibitors, probe displacement, primary screen, biochemical, fluorescence polarization (AID 583) | 140,000 tested, 0.06% active | displacement, % at 20 µM, or IC50 in µM where a hit was titrated | Hsp70 fluorescence polarization probe displacement, mP; higher % means a stronger effect; in the data active = displacement above about 50%;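 also: plate controls were vehicle for no effect and reference ligand for full effect; a part of the inactive calls stands beside numbers as strong as those of hits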
* marks the source's active call; other numbers are inactive results; · = not tested or not shown; & = joins results of further samples. Some of the compounds tested, so the mix of outcomes need not match the whole.

MKP-3 inhibition	Hsp70 displacement	canonical_smiles
-2%	-2.2%	CCn1nc(NC(=O)c2cccnc2)c2cc3ccccc3nc21
2%	-2.1%	COc1c(Cl)cc(C(=O)Nc2ccc(Cc3ccncc3)cc2)cc1Cl
-6%	0.1%	CC1CCN(C(=O)CSc2nnc(-c3cc4ccccc4cc3O)n2Cc2ccco2)CC1
-1%	2.1%	O=C(c1ccccc1)c1cc2c(cc1Cl)OCCO2
·	1.2%	Cc1ccc(S(=O)(=O)/C(C#N)=C/c2c(N3CCC(C(N)=O)CC3)nc3ccccn3c2=O)cc1
2%	-4.4%	COc1ccc(C(=O)NCCc2c[nH]c3ccccc23)cc1S(=O)(=O)N1CCOCC1
-5%	-1.5%	CCOc1ccccc1OCc1nn2c(COc3ccccc3)nnc2s1
-28%	1.2%	Cc1cc(-c2[nH]nc3c2C(c2ccsc2)C(C#N)=C(N)O3)c(C)s1 (stereo not given)
·	-4.2%	CCCCCC(=O)Nc1c(-c2cccs2)c(=O)c2ccccc2n1C
3%	1.5%	COc1ccc(C(=O)Oc2cccnc2)cc1OC
3%	2.4%	Cc1cccc(OCC(=O)Nc2ccccc2CO)c1
1%	-5.7%	CC1CC(=O)N(Cc2ccccc2)c2ccccc2N1C=O (stereo not given)
·	-5.4%	CCOC(=O)N1CCN(Cc2nc3c(c(=O)n(C)c(=O)n3C)n2Cc2cccc3ccccc23)CC1
1%	-2.2%	c1ccc2sc(SCCCN3CCCCC3)nc2c1
3%	33%	CC1=NN(c2cccc(C(=O)O)c2)C(=O)/C1=C\c1ccc(-c2ccc(Cl)c(C(=O)O)c2)o1
-2%	-2.8%	CC(C)N(C(=O)c1ccc(C(=O)NCc2ccc(S(N)(=O)=O)cc2)cc1)C(C)C
-2%	-0.4%	Cc1cccc2cc(C(c3nnnn3C(C)(C)C)N3CCN(C(=O)c4ccco4)CC3)c(=O)[nH]c12 (stereo not given)
-5%	-4.4%	CCC(Sc1nc(-c2ccccc2)c(C#N)c(=O)[nH]1)C(=O)Nc1cc(C)on1 (stereo not given)
·	-3.8%	CC(C)c1nc2oc3ccccc3c(=O)c2c(=O)n1-c1ccccc1
·	2.1%	CSCCC(NC(N)=O)C(=O)N(C)CC(=O)Nc1cc(C)ccc1C (stereo not given)
2%	0.7%	Cc1ccccc1N1CCN(C(=S)c2ccc(Cl)cc2)CC1
·	-2.8%	Cc1ccc(CNC(=O)C(=O)NCC2CCCO2)cc1 (stereo not given)
·	-0.5%	COC(=O)C1C2C=CC3(CN(CCc4ccccc4)C(=O)C13)O2 (stereo not given)
-6%	-0.4%	O=C(Nc1ccc2ccccc2c1)N1CCN(c2ncccc2C(F)(F)F)CC1
·	-2.0%	Cc1ccc(C(=O)NCCN2CCCC2)cc1
-2%	-5.4%	COc1cccc(-n2c(CNC(=O)OC(C)(C)C)n[nH]c2=S)c1
0%	-1.1%	CC1(C)C(c2ccccc2)=NC(c2ccccc2)N1O (stereo not given)
·	-62%	CN(C)c1ccc(/C=C/c2cc[n+](C)cc2)cc1
3%	-1.0%	O=C(OCc1cc2ccccc2[nH]c1=O)C1CCCO1 (stereo not given)
·	-7.4%	Cc1ccc(-c2nn(-c3ccccc3)cc2CN(Cc2ccccc2)C(=O)c2ccco2)o1
-16%	3.5%	CNc1oc(C)nc1S(=O)(=O)c1ccccc1
2%	2.1%	O=C(CSc1nc2ccccc2s1)NNC(=S)Nc1ccc(Cl)cc1
-4%	4.1%	COc1cc(-c2nnc3sc(Cc4ccccc4)nn23)cc(OC)c1OC
-6%	-1.5%	O=C(c1cc(-c2cccc(O)c2)on1)N1CCCCC1
2%	26%	CCOc1cc(C=O)ccc1OCc1c(F)cccc1Cl
-5%	5.6%	CN(CCCNC(=O)c1cccc(N2CCCC2=O)c1)c1ccccc1
-2%	1.3%	CN(Cc1ccccc1)C(=O)c1nn2c(C(F)(F)F)cc(-c3ccccc3)nc2c1Cl
2%	0.1%	Cc1ccc(-n2nc3ccc(NC(=O)C(C)C)cc3n2)cc1Cl
-1%	-0.3%	COCCNC(C)C(=O)C12CC3CC(CC(C3)C1)C2 (stereo not given)
4%	-0.2%	Cc1ccc(S(=O)(=O)Nc2ccc(Br)cc2C(=O)c2ccccc2)cc1
-2%	-0.5%	Cc1ccc(NCc2nnc(SCC(=O)N3CCc4ccccc43)n2C)cc1
1%	0.2%	O=C(CN1C(=O)c2cccc([N+](=O)[O-])c2C1=O)N1CCc2ccccc2C1
2%	-12%	COc1cccc2c1CC/C(=C\c1ccc(N(C)C)cc1)C2=O
-6%	0.1%	COc1ccc(OC)c2sc(NC(=O)C3COc4ccccc4O3)nc12 (stereo not given)
·	-0.9%	C=CCC1(O)CC(c2ccco2)NC(c2ccco2)C1CCC (stereo not given)
2%	-4.0%	CCOc1ccc2nc(SCC(=O)Nc3ccc(C)cc3)sc2c1
7%	-2.0%	Cc1ccnc(NC(=O)CSc2cc(=O)n(C)c3ccccc23)c1
-3%	-18%	CCOC(=O)c1ccc(N2CC(O)=C(c3nc4ccccc4c(=O)[nH]3)C2=N)cc1
-8%	-8.7%	COc1ccc(N2CC(C(=O)OCC(=O)c3cccc(OC)c3)CC2=O)cc1 (stereo not given)
-6%	0.6%	COc1ccc(C(c2nnnn2Cc2ccc(F)cc2)N2CCN(c3ccccc3)CC2)cc1 (stereo not given)
-17%	1.7%	CCCC(=O)NC(C)c1nc2ccccc2n1CC (stereo not given)
3%	2.9%	Cc1ccc(S(=O)(=O)CCc2nc3ccccc3o2)cc1C
-4%	-5.1%	Cc1cc(C(=O)CCC(=O)N2CCN(S(=O)(=O)c3cccs3)CC2)c(C)s1
·	9.0%	CCCCS(=O)(=O)/C=C/[C@H]1[C@H](S(=O)(=O)CCCC)[C@H]2C=C[C@@H]1C2
1%	3.0%	Cc1ccc(SC(C)C(=O)N2CCCC2)cc1 (stereo not given)
-2%	6.7%	CCn1c(=O)cc(SCC(=O)NCCCN2CCN(c3ccc(F)cc3)CC2)c2ccccc21

More structures follow:
MKP-3 inhibition	Hsp70 displacement	canonical_smiles
2%	4.3%	CCCOP(=O)(c1ccc(N(C)C)cc1)C(O)c1cc(OC)c(OC)c(OC)c1 (stereo not given)
4%	1.4%	Cc1ccccc1N1C(=O)/C(=C\c2ccc(F)cc2)SC1=S
4%	-15%	Oc1cccc(-n2c(O)c(/C=C3\C=Nc4ccccc43)sc2=S)c1
5%	0.9%	Cc1ccc(C(CC(=O)N2CCOCC2)c2ccco2)cc1 (stereo not given)
1%	7.4%	O=C(Nc1ccc(Sc2ccc([N+](=O)[O-])cc2)cc1)c1cccs1
·	-5.8%	O=S(=O)(N1CCCCC1)N1CCNCC1
-8%	3.1%	CC(C)Oc1cc(O)c2c(=O)c(-c3ccc(O)cc3)coc2c1
-7%	15%	COCCNC(=O)NC(=O)COC(=O)C12CC3CC(CC(NC(C)=O)(C3)C1)C2
-1%	-0.8%	COc1cc(C2C(C#N)=C(N)Oc3cc(C)n(Cc4ccccn4)c(=O)c32)cc2c1OCO2 (stereo not given)
-5%	-0.7%	CCCC(c1nnnn1CCOC)N1CCN(C(=O)c2ccco2)CC1 (stereo not given)
0%	-3.9%	NC(=O)c1c(NC(=O)CN2C(=O)c3ccccc3C2=O)sc2c1CCC2
-11%	0.5%	Nc1nnc(SCc2ccc(F)cc2Cl)s1
-1%	-1.8%	Brc1ccc(OCCCCCN2CCCCC2)cc1
1%	1.4%	COc1cc(/C=C2/SC(=S)N(C)C2=O)cc([N+](=O)[O-])c1O
4%	2.7%	O=c1c2cc3ccccc3n2cnn1Cc1ccccc1F
4%	-0.6%	Nc1ccccc1C(=O)N=Nc1c(O)[nH]c2ccccc12
-1%	6.8%	COC(=O)c1cccc(S(=O)(=O)N2CCN(c3nc4ccccc4s3)CC2)c1
·	2.5%	COc1ccc2c(c1)CC/C(=C\C=C\c1ccccc1)C2=O
0%	0.1%	Cc1ccc(NC(=O)c2ccc(F)c(S(=O)(=O)N3CCOCC3)c2)cc1F
0%	-6.3%&1.2%	Cc1cc(F)ccc1NCc1cccnc1
-2%	-2.5%	Cc1cccc(-c2c3c(=O)n(C)c(=O)n(C)c3cn2C(C)C)c1
1%	0.5%	CCOC(=O)N(C)c1ccc(C(O)(C(F)(F)F)C(F)(F)F)cc1
-4%	-3.2%	CC(C)c1nnc(NC(=O)c2ccccc2)s1
3%	-0.2%	CC(NC(=O)CNC(=O)OCc1ccccc1)C(=O)N1CC(O)CC1C(=O)OCc1ccccc1 (stereo not given)
-2%	4.6%	C=COCCn1c2ccccc2c2cc(Br)ccc21
·	3.2%	CC(C)C(=O)Nc1nnc(CCN2CCOCC2)s1
·	-6.9%	COC(=O)C(NC(=O)c1ccc(C)cc1)(Nc1cccc(C)n1)C(F)(F)F (stereo not given)
0%	-2.9%	CC(=O)Nc1ccc(-c2nc(-c3ccc4c(c3)C(=O)c3cc([N+](=O)[O-])ccc3-4)c(-c3ccccc3)[nH]2)cc1
·	0.7%	COC(=O)c1ccc(COn2c(=O)c(C)[n+]([O-])c3ccccc32)cc1
12%	-8.1%	Cc1ccc(C=C2C(=O)NC(=S)N(c3ccccc3Cl)C2=O)o1
3%	-4.4%	CCOC(=O)C(CC)Oc1ccc2c(C)c(CC)c(=O)oc2c1C (stereo not given)
·	1.3%	Cc1cccnc1NC(=O)Nc1cccs1
2%	-1.1%	O=C(CCNc1ccc(F)c(Cl)c1)c1ccco1
-11%	-1.7%	CCN1CCCC1CN(Cc1cc2cc(C)ccc2[nH]c1=O)C(=O)Nc1ccccc1OC (stereo not given)
2%	-0.9%	Cn1c(=O)n(C)c2cc(S(=O)(=O)N3CCOCC3)ccc21
2%	-3.9%	COc1nc(-c2ccccc2)c2cc(C)ccc2n1
0%	-0.8%	c1ccc(Cn2c(Nn3cnnc3)nc3ccccc32)cc1
4%	1.1%	CCOC(=O)C1=C(O)/C(=C/c2ccc(OCC)cc2)SC1=Nc1ccc([N+](=O)[O-])cc1
16%	16%	CN1CCCC1=NC(=S)CN1CCCC1=S
1%	-1.4%	NC(=O)c1c(NC(=O)c2ccccc2F)sc2c1CCCCCC2
-6%	5.7%	O=C(Nc1ccccc1)c1cccc(N2CCCC2=O)c1
·	3.8%	Cn1c(=O)c2c(nc(SCC(=O)N(C3CCCCC3)C3CCCCC3)n2C)n(C)c1=O
-6%	-1.3%	COc1cccc(OC)c1C(=O)N1CCOCC1
0%	7.3%	COc1ccc(NC(=O)/C(=C\c2cccnc2)NC(=O)c2ccccc2)cc1
·	4.9%	COc1ccc(N2CCN(c3ncnc4c3nnn4Cc3ccccc3Cl)CC2)cc1
7%	·	Cc1ccc(C)n1-c1ccc(Nc2ccccc2)cc1
9%	8.8%	COc1ccc(Cl)cc1N(C)C(=O)CCc1nc(-c2ccc(C)cc2)no1
·	7.4%	CC(C)(C)c1ccc(-c2nnc3sc(-c4ccncc4)nn23)cc1

Nothing new here: 18 of the compounds above.
MKP-3 inhibition	Hsp70 displacement	canonical_smiles
0%	-2.9%	CC(=O)Nc1ccc(-c2nc(-c3ccc4c(c3)C(=O)c3cc([N+](=O)[O-])ccc3-4)c(-c3ccccc3)[nH]2)cc1
·	0.7%	COC(=O)c1ccc(COn2c(=O)c(C)[n+]([O-])c3ccccc32)cc1
12%	-8.1%	Cc1ccc(C=C2C(=O)NC(=S)N(c3ccccc3Cl)C2=O)o1
3%	-4.4%	CCOC(=O)C(CC)Oc1ccc2c(C)c(CC)c(=O)oc2c1C (stereo not given)
·	1.3%	Cc1cccnc1NC(=O)Nc1cccs1
2%	-1.1%	O=C(CCNc1ccc(F)c(Cl)c1)c1ccco1
-11%	-1.7%	CCN1CCCC1CN(Cc1cc2cc(C)ccc2[nH]c1=O)C(=O)Nc1ccccc1OC (stereo not given)
2%	-0.9%	Cn1c(=O)n(C)c2cc(S(=O)(=O)N3CCOCC3)ccc21
2%	-3.9%	COc1nc(-c2ccccc2)c2cc(C)ccc2n1
0%	-0.8%	c1ccc(Cn2c(Nn3cnnc3)nc3ccccc32)cc1
4%	1.1%	CCOC(=O)C1=C(O)/C(=C/c2ccc(OCC)cc2)SC1=Nc1ccc([N+](=O)[O-])cc1
16%	16%	CN1CCCC1=NC(=S)CN1CCCC1=S
1%	-1.4%	NC(=O)c1c(NC(=O)c2ccccc2F)sc2c1CCCCCC2
-6%	5.7%	O=C(Nc1ccccc1)c1cccc(N2CCCC2=O)c1
·	3.8%	Cn1c(=O)c2c(nc(SCC(=O)N(C3CCCCC3)C3CCCCC3)n2C)n(C)c1=O
-6%	-1.3%	COc1cccc(OC)c1C(=O)N1CCOCC1
0%	7.3%	COc1ccc(NC(=O)/C(=C\c2cccnc2)NC(=O)c2ccccc2)cc1
·	4.9%	COc1ccc(N2CCN(c3ncnc4c3nnn4Cc3ccccc3Cl)CC2)cc1

The results go on:
MKP-3 inhibition	Hsp70 displacement	canonical_smiles
-1%	-3.9%	O=C(Nc1ccccc1C(F)(F)F)c1cc(S(=O)(=O)N2CCOCC2)ccc1F
0%	7.6%	CC(=O)OCC(=O)[C@H]1CC[C@H]2[C@@H]3CCC4=CC(=O)CC[C@]4(C)[C@H]3CC[C@]12C
-1%	-3.3%	Cc1noc(C)c1S(=O)(=O)N1CCCC(C(=O)Nc2cccnc2)C1 (stereo not given)
11%	-7.3%	CC(=O)N1CCc2cc(Br)cc(S(=O)(=O)NCCN3CCCCC3C)c21 (stereo not given)
-3%	-4.0%	Cc1cccc(NC(=O)C2CCN(S(=O)(=O)c3cccc4cccnc34)CC2)c1
·	1.8%	Cc1nn(C)cc1C=NCCOCc1ccccc1
-3%	-0.7%	O=C1Nc2ccc(S(=O)(=O)N3CCCCCC3)c3cccc1c23
0%	5.5%	Cc1nnc(NC(=O)c2cc(-c3cccs3)nc3ccccc23)s1
3%	0.6%	COc1ccccc1/C=C/c1nc(O)c([N+](=O)[O-])c(=O)[nH]1
